# High-throughput results (PubChem)
# hIAP activ: human IAP activators, primary screen, biochemical, luminescence, uHTS; 0.16% of 330,000 active; Intestinal-type alkaline phosphatase (Homo sapiens), P09923; AID 2524, 2010; purified human IAP, CDP-Star luminescence, 30 min; hits give high values; 1 = vehicle-only enzyme, 0 = enzyme-free background; activation factor at 10 µM;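 active = activation factor of the enzyme at least 2-fold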; note: the source names both 10 and 20 µM as test concentration; values of inactives mirror those of a sister screen read the other way
# ATG4B inhibitor: ATG4B protease inhibitors, primary screen, biochemical, fluorescence, uHTS. 0.51% of 340,000 active. Cysteine protease ATG4B (Homo sapiens), Q9Y4P1. ATG4B cleavage of LC3-PLA2, NBD-HPC fluorescence, 1 h. AID 504462, 2011. inhibition, % at 8.33 µM; in the data active = inhibition above about 40%
# Target sequence (Q9Y4P1 whole entry, looked up): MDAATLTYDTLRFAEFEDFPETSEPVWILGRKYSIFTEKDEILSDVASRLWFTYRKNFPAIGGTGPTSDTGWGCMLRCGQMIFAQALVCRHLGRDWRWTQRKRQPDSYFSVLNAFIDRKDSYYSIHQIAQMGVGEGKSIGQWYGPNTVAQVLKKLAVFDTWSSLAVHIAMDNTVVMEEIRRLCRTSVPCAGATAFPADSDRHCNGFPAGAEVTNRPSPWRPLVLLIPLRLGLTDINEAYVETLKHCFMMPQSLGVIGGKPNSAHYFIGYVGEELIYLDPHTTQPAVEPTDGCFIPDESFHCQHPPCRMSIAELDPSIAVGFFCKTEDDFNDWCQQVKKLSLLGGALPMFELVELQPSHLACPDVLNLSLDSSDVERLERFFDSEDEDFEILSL
# mIAP block: inhibitors of mouse IAP, primary screen, biochemical, luminescence, uHTS. inhibition, % at 10 µM. AID 2806, 2010. intestinal alkaline phosphatase [Mus musculus]. 0.2% of 330,000 active. purified mouse IAP, CDP-Star luminescence, 30 min;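 active = inhibition of at least 40% at 10 µM in the primary screen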;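 note: plate controls were DMSO with enzyme for no effect and no enzyme wells for full effect; values of inactives mirror those of a sister screen read the other way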
# hIAP block: human IAP inhibitors, primary screen, biochemical, luminescence, uHTS. Intestinal-type alkaline phosphatase (Homo sapiens), P09923. purified IAP, CDP-Star luminescence, 30 min. inhibition, % at 10 µM. 0.12% of 330,000 active. AID 2544, 2010;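 active = inhibition reaching a set limit with compound at 10 µM in the primary screen, cut at about 35% in these data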;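 note: plate controls were DMSO wells with enzyme for no effect and no-enzyme buffer wells for full effect; values of inactives mirror those of a sister screen read the other way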
# mIAP act: activators of mouse IAP, primary screen, biochemical, luminescence, uHTS. intestinal alkaline phosphatase [Mus musculus]. muIAP, CDP-Star luminescence, 30 min; hits give high values; 1 = vehicle-only enzyme signal, 0 = enzyme-free wells. activation factor at 10 µM. 0.24% of 330,000 active;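 active = activation factor of at least 2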; note: the source names both 10 and 20 µM as test concentration; values of inactives mirror those of a sister screen read the other way
#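 Assay system: mouse IAP enzyme; reagent: chemiluminescent substrate CDP-Star; dosing: test compounds delivered from DMSO solution; schedule: 30 min at room temperature; measured by: luminescence from enzymatic CDP-Star hydrolysis; controls: DMSO-only wells and no-enzyme negative control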
# MPTP inh: mitochondrial permeability transition pore inhibitors, primary screen, biochemical, isolated mouse mitochondria, absorbance; Ca2+ swelling absorbance, 30 min; 1.4% of 360,000 active; inhibition, % at 10 µM;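 active = inhibition of 50% or more, scaled per plate between neutral and stimulator controls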;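 note: 0% = DMSO wells given calcium and 100% = 1 mM EGTA wells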
# A3G deaminase: APOBEC3G DNA deaminase inhibitors, primary screen, biochemical, fluorescence, single-stranded DNA substrate, uHTS | DNA dC->dU-editing enzyme APOBEC-3G (Homo sapiens), Q9HC16 | recombinant A3G, ssDNA deamination FAM/TAMRA fluorescence | inhibition, % at 20 µM | 0.28% of 330,000 active;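 active = inhibition of at least 40% at 20 µM, with no more than 30% in the related APOBEC3A deaminase screen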;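 note: plate controls were DMSO wells with A3G for no effect and wells lacking A3G enzyme for full effect; some compounds called inactive have numbers as strong as hits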
# Target sequence (Q9HC16 whole entry, looked up): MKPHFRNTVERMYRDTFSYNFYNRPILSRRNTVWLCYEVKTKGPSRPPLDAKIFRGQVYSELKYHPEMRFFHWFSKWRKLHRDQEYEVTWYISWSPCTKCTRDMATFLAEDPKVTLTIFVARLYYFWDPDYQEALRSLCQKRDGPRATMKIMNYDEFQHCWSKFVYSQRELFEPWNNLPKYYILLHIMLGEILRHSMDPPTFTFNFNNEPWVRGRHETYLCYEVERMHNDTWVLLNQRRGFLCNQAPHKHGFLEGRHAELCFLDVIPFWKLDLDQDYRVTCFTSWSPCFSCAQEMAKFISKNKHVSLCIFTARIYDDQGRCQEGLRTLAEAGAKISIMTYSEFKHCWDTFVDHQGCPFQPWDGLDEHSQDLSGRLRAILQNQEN
# MIN6 prolif: inducers of MIN6 beta-cell proliferation, primary screen, ATP luminescence, uHTS | MIN6 cells proliferation, ATPlite luminescence, 48 h; cells starved in 0.2% serum; 100% = growth in 10% serum | proliferation, % at 10 µM | 0.29% of 330,000 active | AID 2380, 2010;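 active = compounds whose signal lies at least 3.5 SD above the mean of all wells on their plate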;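 note: 0% = DMSO-treated cells in low-serum medium and 100% = 10% serum control; some compounds called inactive have numbers as strong as hits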
# APOBEC3A inh: APOBEC3A ssDNA deaminase inhibitors, primary screen, selectivity assay for APOBEC3G inhibitor project, biochemical, FAM/TAMRA oligo cleavage fluorescence | DNA dC->dU-editing enzyme APOBEC-3A (Homo sapiens), P31941 | recombinant A3A, FAM/TAMRA ssDNA deamination fluorescence | inhibition, % at 20 µM | 0.41% of 330,000 active | AID 493011, 2011;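 active = at least 40% inhibition at 20 µM here, with at most 30% in a related deaminase screen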;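 note: plate controls were A3A with DMSO for no effect and wells lacking A3A enzyme for full effect; some results filed as inactive read as strong as hits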
# Target sequence (P31941 whole entry, looked up): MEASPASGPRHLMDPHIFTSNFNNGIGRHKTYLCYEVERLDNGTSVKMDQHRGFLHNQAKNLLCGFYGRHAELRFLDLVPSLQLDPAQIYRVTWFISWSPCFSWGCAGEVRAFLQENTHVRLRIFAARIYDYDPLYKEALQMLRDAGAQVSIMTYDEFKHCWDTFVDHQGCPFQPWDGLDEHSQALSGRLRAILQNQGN
# An asterisk follows results filed as active; & = joins results of further samples.
SMILES,hIAP activ,ATG4B inhibitor,mIAP block,hIAP block,mIAP act,MPTP inh,A3G deaminase,MIN6 prolif,APOBEC3A inh
CN(C)Cc1c(O)ccc2c(=O)c(-c3ccccc3)c(C(F)(F)F)oc12,0.9,-1,3,10,0.97,-0.7,5,-1,2
CCN(Cc1cc2cc(OC)ccc2[nH]c1=O)C(=O)Cc1ccc(OC)cc1,1,-6,-2,-2,1,-0.1,-13,0,-3
CCOC(=O)NC(=O)/C(C#N)=N\Nc1cccc(OC)c1,0.82,-3,5,18,0.95,-0.6,-8,1,-6
Cc1cccc(NC(=O)C2CC3CCC2C3)c1C (stereo not drawn),1.1,1,0,-10,1,-0.9,-6,2,-1
CCC(C(=O)Nc1ccc(C)cc1)c1ccccc1 (stereo not drawn),0.88,-8,1,12,0.99,-1.0,-2,5,4
CCOc1ccc(-c2nc(-c3cccs3)c(CC(=O)O)s2)cc1OC,0.97,11,9,3,0.91,-0.8,1,-4,3
CC(=O)c1cn(CC(=O)Nc2ccc(C)c(C)c2)c2ccccc12,1.1,-8,-4,-7,1,18,-9,-3,0
COc1cc(OC)c(OC)cc1CNC(=O)c1ccc(S(=O)(=O)N2CCCCC2)cc1,0.86,-1,3,14,0.97,0.0,-3,-2,2
CCOC(=O)c1nnn(-c2nonc2N)c1-c1ccc(C)cc1,0.93,-5,4,7,0.96,-2.1,-6,6,1
C[N+](C)(C)CCOC(N)=O,0.96,-6,2,4,0.98,-3.7,-2,-4,1
O=C(Nc1ccc(S(=O)(=O)N2CCCC2)cc1)c1cnccn1,0.91,-3,1,9,0.99,-0.7,1,0,0
Clc1ncnc2scc(-c3ccccc3)c12,1.1,1,4,-11,0.96,-0.8,3,-1,1

# Single records, from the list above. Order of screens: hIAP activ	ATG4B inhibitor	mIAP block	hIAP block	mIAP act	MPTP inh	A3G deaminase	MIN6 prolif	APOBEC3A inh
# Cc1cccc(NC(=O)C2CC3CCC2C3)c1C (stereo not drawn) is listed with 1.1	1	0	-10	1	-0.9	-6	2	-1
# O=C(Nc1ccc(S(=O)(=O)N2CCCC2)cc1)c1cnccn1 is listed with 0.91	-3	1	9	0.99	-0.7	1	0	0

# Later entries:
SMILES,hIAP activ,ATG4B inhibitor,mIAP block,hIAP block,mIAP act,MPTP inh,A3G deaminase,MIN6 prolif,APOBEC3A inh
CCOC(=O)C(Cc1ccccc1)C(=O)NCc1cccnc1 (stereo not drawn),1.1,-9,0,-13,1,0.3,-5,-1,-2
O=C(COc1cccnc1[N+](=O)[O-])Nc1cccc(Br)c1,1,-1,8,-5,0.92,0.0,-8,0,-1
CNC(=S)N/N=C(\C)c1ccc(-n2ccnc2)cc1,0.92,-3,8,8,0.92,-0.8,-8,-2,-6
[O-]/C(=C(\C(=S)Nc1cccc2ccccc12)[n+]1ccccc1)c1cccs1,0.9,-12,18,10,0.81,0.2,5,-2,4
O=C(Cn1c(=O)oc2cc(S(=O)(=O)N3CCCC3)ccc21)NCc1ccc(F)cc1,0.88,1,6,12,0.94,-0.5,-1,-3,0
Cc1cccc(Cn2ccc(NC(=O)c3cccnc3)n2)c1,1,4,-1,-1,1,0.4,-6,-2,1
Cc1nc(-c2ccccc2)sc1C1(C)CC(c2c(Cl)cccc2Cl)=NO1 (stereo not drawn),1.1,-4,-6,-6,1.1,0.1,-12,-8,-4
COc1ccc(/C=C/c2nnc(NC(=O)C(C)(C)C)s2)cc1,1,-6,6,-4,0.94,2.3,-6,0,-5
COc1ccc(C2SCC(=O)N2c2ccc(F)cc2)cc1 (stereo not drawn),0.99,-5,-2,1,1,-0.8,-4,0,-4
COc1ccc(CC(=O)NCc2csc(-c3cccs3)n2)cc1OC,1.1,-1,1,-6,0.99,4.3,-11,0,-1
Cc1[nH]c2ccccc2c1/C=C(\C#N)C(=O)NC1CC1,0.95,0,-1,5,1,0.6,4,2,2
CCOc1cccc2cc(C(=O)N3CCN(C/C=C/c4ccccc4)CC3)c(=O)oc12,0.81,-11,9,19,0.91,-0.9,-7,-4,-4
O=C(COc1ccc(S(=O)(=O)N2CCOCC2)cc1)N1CCCCCC1,1,-11,3,-5,0.97,-0.5,-7,-4,0
C=C(C(=O)O)C1CCC2(C)CCCC(C)(O)C2C1 (stereo not drawn),1.1,0,-4,-14,1,-0.5,-10,1,-4
COCCCNC(=O)c1ccc(OC)c(OC2CCN(C(C)C)CC2)c1,0.96,14,-5,4,1.1,-1.5,-4,0,-1
CCN(C(=O)COC(=O)/C=C/c1ccccc1Cl)c1c(N)n(Cc2ccccc2)c(=O)[nH]c1=O,0.99,-3,4,0,0.96,-0.7,-12,2,-2
COc1ccc(C2C=C(Nc3ccccc3)C(=O)N2c2ccccc2)cc1OC (stereo not drawn),1.1,-11,0,-7,1,-1.0,-9,0,-5
Cc1ccc(O)c(-c2cc(C(=O)NCc3ccncc3)[nH]n2)c1,1,-9,2,0,0.98,-0.3,-6,1,-1
CCOc1ccc(S(=O)(=O)NCc2cccnc2)cc1NC(=O)c1ccccc1F,0.91,0,13,9,0.87,-1.2,-10,1,-1
COCCCNc1nc2ccccc2nc1NS(=O)(=O)c1ccc(C)c(C)c1,1,5,6,0,0.94,0.5,-5,-2,-6
CS(=O)(=O)N(CCc1ccccc1)CC(=O)N1CCN(c2ccccc2)CC1,0.97,-9,-3,3,1,1.5,0,0,5
COC(=O)C(Cc1ccccc1)NC(=O)CCNC(=O)c1ccco1 (stereo not drawn),1.2,5,-9,-24,1.1,0.3,-1,2,-4
CCOC(=O)C1C(=O)CC(C)(O)C(C(=O)OCC)C1c1ccc(C)s1 (stereo not drawn),0.93,-4,-10,7,1.1,0.9,-2,-3,-1
FC(F)(F)c1cccc(Oc2ccc3c(C(F)(F)F)cc(C(F)(F)F)nc3n2)c1,1.2,1,3,-25,0.97,0.5,-5,-1,-2
COc1cc(OC)c(C(=O)Nc2ccc(N(C)C)cc2)cc1OC,1.1,-9,-2,-6,1,0.0,-7,-1,-7
Cc1c(C(=O)Oc2cc(N)n(S(C)(=O)=O)n2)cccc1[N+](=O)[O-],1,6,3,-1,0.97,0.1,-2,-2,3
Cc1cc(OCC(=O)NCCN2CCOCC2)ccc1Br,1.3,-8,-10,-29,1.1,-2.2,3,-2,1
O=S(=O)(Nc1nc2ccccc2nc1NCc1ccco1)c1ccccc1,0.98,-11,12,2,0.88,-17,-3,0,0
O/N=C\c1ccccc1Oc1ccc(F)cc1,0.88,7,6,12,0.94,0.1,-2,5,-2
Cc1c(NC(=O)Cc2cccs2)cccc1[N+](=O)[O-],0.87,1,5,13,0.95,-0.8,-1,-1,11
CC(C)Oc1c(N2CCOCC2)c(=O)c1=O,0.95,-7,-1,5,1,2.1,2,-1,-4
CC1CN(CC(=O)NC(C)c2ccccc2)CC(C)O1 (stereo not drawn),0.86,5,-1,14,1,2.4,-8,-1,-2
Cc1cccc(C)c1OCC(=O)N/N=C/C=C/c1ccco1,0.91,1,20,9,0.8,0.4,0,-5,-2
O=C(NCCCN1CCOCC1)c1c(F)cccc1F,0.86,7,7,14,0.93,-0.7,-10,-1,-1
CC1CCC(NC(=O)CSc2nncs2)CC1 (stereo not drawn),0.92,3,0,8,1,0.5,-6,3,-2
CCOC(=O)c1c(NC(=O)c2ccc(Br)o2)sc(C)c1CC,0.77,-10,9,23,0.91,3.0,-7,-3,-3

# Quoted from above (9 entries):
SMILES,hIAP activ,ATG4B inhibitor,mIAP block,hIAP block,mIAP act,MPTP inh,A3G deaminase,MIN6 prolif,APOBEC3A inh
O=S(=O)(Nc1nc2ccccc2nc1NCc1ccco1)c1ccccc1,0.98,-11,12,2,0.88,-17,-3,0,0
O/N=C\c1ccccc1Oc1ccc(F)cc1,0.88,7,6,12,0.94,0.1,-2,5,-2
Cc1c(NC(=O)Cc2cccs2)cccc1[N+](=O)[O-],0.87,1,5,13,0.95,-0.8,-1,-1,11
CC(C)Oc1c(N2CCOCC2)c(=O)c1=O,0.95,-7,-1,5,1,2.1,2,-1,-4
CC1CN(CC(=O)NC(C)c2ccccc2)CC(C)O1 (stereo not drawn),0.86,5,-1,14,1,2.4,-8,-1,-2
Cc1cccc(C)c1OCC(=O)N/N=C/C=C/c1ccco1,0.91,1,20,9,0.8,0.4,0,-5,-2
O=C(NCCCN1CCOCC1)c1c(F)cccc1F,0.86,7,7,14,0.93,-0.7,-10,-1,-1
CC1CCC(NC(=O)CSc2nncs2)CC1 (stereo not drawn),0.92,3,0,8,1,0.5,-6,3,-2
CCOC(=O)c1c(NC(=O)c2ccc(Br)o2)sc(C)c1CC,0.77,-10,9,23,0.91,3.0,-7,-3,-3

# (more compounds)
SMILES,hIAP activ,ATG4B inhibitor,mIAP block,hIAP block,mIAP act,MPTP inh,A3G deaminase,MIN6 prolif,APOBEC3A inh
Cc1ccc(NC(=O)CSc2nc3nc(C)c(Br)cc3[nH]2)cc1F,1.3,2,16,-28,0.84,34,-6,-4,-7
COC(=O)c1sccc1NC(=O)Cc1ccc(Br)cc1,0.9,1,-8,10,1.1,-0.7,0,0,-1
CN1/C(=C\C=C2/SC(=S)NC2=O)C(C)(C)c2ccccc21,0.69,-29,24,31,0.76,23,-23,-6,-23
Cc1cc(Br)c(NC(=O)c2c(-c3c(Cl)cccc3Cl)noc2C)c(Br)c1,0.99,-7,-18,1,1.2,1.3,22,0,-1
Cc1cc(N/N=C/c2ccccc2O)nc(-c2ccccc2O)n1,1,-1,2,0,0.98,6.3,-5,-4,-4
C/C(N)=C(/C#N)C(=O)CSc1nnc(Nc2c(C)cccc2C)s1,1,0&5,7,-3,0.93,-0.7&0.9,8,-2,17
O=C(NC1=NCCS1)c1ccc(Cl)c(S(=O)(=O)N2CCc3ccccc32)c1,1,-15,2,-4,0.98,2.1,-4,-4,-5
CN(C)c1ccc(NC(=O)C(=O)C2C(=O)Nc3ccccc32)cc1 (stereo not drawn),1,-3,11,-2,0.89,0.1,-1,2,0
O=C(CCNC(=O)c1ccccc1)Nc1ccc(Cl)c(S(=O)(=O)N2CCCCC2)c1,1,-22,-6,-1,1.1,0.2,-3,-2,-1
CC(C)C(=O)NC(=S)Nc1ccccc1N1CCN(C(=O)c2ccccc2)CC1,0.94,-22,-8,6,1.1,0.0,-7,-2,-4
NC(=O)CCc1nc2cc(C(F)(F)F)ccc2n(Cc2ccccc2)c1=O,0.91,0,3,9,0.97,0.5,-15,-1,-2
CSc1ccc(Cl)c(C(=O)OCC(=O)N2CC(C)OC(C)C2)c1 (stereo not drawn),1.1,0,-2,-12,1,1.2,-1,2,-3

# This is a random part of the collection; overall some 3.3% were active at least once.
